PTAP TSG101 blk: blocks PTAP/TSG101 interaction to inhibit HIV-1 budding; Fluorescence polarization, FITC-PTAP peptide / Tsg101 binding; Potency, µM (series often up to 115 µM), for inactives: at the top dose activity change, negative = inhibition, most hits filed as inhibitors; 340,000 tested, under 10 active; AID 493005; active = well fitted inhibition curve with a large enough effect in the main read-out, with a control signal flat, not every such curve was filed as active; inconclusive = small, poorly fitted or top-dose-only effect, or effect the other way, or a change in a side signal; inactive = no such curve, though single readings can be large or run the other way; note: potency is the fitted concentration of half-maximal effect; % of control where 0% means no effect
Target sequence (Q99816 whole entry, looked up): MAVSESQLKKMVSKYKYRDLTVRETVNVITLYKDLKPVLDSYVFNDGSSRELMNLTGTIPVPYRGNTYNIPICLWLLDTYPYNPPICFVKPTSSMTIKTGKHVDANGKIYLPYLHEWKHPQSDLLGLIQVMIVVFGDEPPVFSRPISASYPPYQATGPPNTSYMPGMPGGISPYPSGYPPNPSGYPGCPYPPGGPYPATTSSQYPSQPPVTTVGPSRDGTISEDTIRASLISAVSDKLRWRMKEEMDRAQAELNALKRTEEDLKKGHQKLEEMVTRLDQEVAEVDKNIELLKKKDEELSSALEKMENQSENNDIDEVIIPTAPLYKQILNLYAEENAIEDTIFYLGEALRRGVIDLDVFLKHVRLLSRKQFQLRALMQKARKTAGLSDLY
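Fluorescence anisotropy tracks displacement of a FITC-tagged PTAP peptide (50 nM) from the Tsg101 binding domain (10 uM), following a 20 min room-temperature incubation at pH 7.5.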
Integrin act MD: activates integrin-mediated alleviation for muscular dystrophy; actives 0.064% (n = 350,000); Potency, µM (series often up to 38.3 µM), for inactives: top-dose activation, hits mostly activators; alpha7betagal myoblasts, beta-gal FDG fluorescence, 48 h; AID 624291;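 note: potency is the fitted concentration of half-maximal effect; 100% = response of the positive control SU9516; nearly all actives have a fitted effect of over 60% in size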
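alpha7betagal+/- myoblasts (passage 13, 250/well) treated 48 h at 37C with compounds at 1:260 dilution of DMSO stock. Lysed, then beta-galactosidase activity read as FDG fluorescence (ex 480/em 540) after 30 min, with pre-read for autofluorescence.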
MLL CXXC-DNA inh: blocks binding of human MLL CXXC domain to DNA. actives 0.037% (n = 290,000). Potency, µM (titrated, usually from 115 µM), for inactives: at the top dose activity change, negative = inhibition, hits mostly inhibitors. MLL-CXXC / FITC-HOXA9 DNA fluorescence polarization; active = well fitted inhibition curve with a large enough effect in the polarisation, with a control signal flat, not every such curve was filed as active; inconclusive = small, poorly fitted or top-dose-only effect, or effect the other way, or a change in a side signal; inactive = no such curve, though single readings can be large or run the other way; the % refers to the polarisation; note: potency is the fitted concentration of half-maximal effect
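Purified MLL-CXXC (added from a 7 uM solution) was preincubated 5 min at ambient with pinned compounds in 50 mM Tris-HCl pH 7.5, 50 mM NaCl, 1 mM DTT, 0.05% BSA. Fluorescein-labeled HOX-A9 DNA (50 nM solution) followed, 30 min, then polarization read.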
Mito fusion yeast: blocks mitochondrial division or promotes mitochondrial fusion; S. cerevisiae fusion-defective mutant growth rescue, CellTiterGlo 48 h; Potency, µM (highest dose often 46.1 µM), inactives show at the top dose growth rescue (activation), hits mostly activators; actives 0.23% (n = 320,000); AID 485298;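 note: potency is the fitted concentration of half-maximal effect; % of control where 0% means no effect; nearly all actives have a fitted effect of over 45% in size; temperature-sensitive fusion mutants such as fzo1-1 at 37 °C on non-fermentable ethanol glycerol medium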
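Temperature-sensitive fusion-defective S. cerevisiae (e.g. fzo1-1, mgm1-5) were grown with compound in YPEG medium (3% ethanol, 3% glycerol) for 48 hours at 37C. Growth rescue was measured as viability by CellTiterGlo luminescence after 10 minutes at ambient.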
ASM inhibitor: inhibitors of human secretory acid sphingomyelinase. P17405. Potency, µM (highest dose often 57.5 µM), without a hit: top-dose activity change, negative = inhibition, most hits filed as inhibitors. placental ASM, HMU-PC fluorogenic substrate, 60 min. actives 0.006% (n = 340,000). AID 504937; note: potency is the fitted concentration of half-maximal effect
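Human placenta-derived ASM enzyme was preincubated with compound for 10 minutes at room temperature, then given fluorogenic substrate HMU-PC0 (9 uM final) for 60 minutes at 37 °C; a pH 10 stop preceded fluorescence reading at Ex 386/Em 447 nm.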
Menin MLL FP TR: displaces Texas Red mutant MLL peptide from human menin; AID 1768; Potency, µM (doses to about 61.6 µM), without a hit: at the top dose FP activity change, negative = inhibition, most hits filed as inhibitors; Menin + Texas Red MLL mutant peptide, fluorescence polarization; actives 0.23% (n = 270,000); active = well fitted inhibition curve with a large enough effect in the polarisation, with a control signal flat, not every such curve was filed as active; inconclusive = small, poorly fitted or top-dose-only effect, or effect the other way, or a change in a side signal; inactive = no such curve, though single readings can be large or run the other way; the % refers to the polarisation; note: potency is the fitted concentration of half-maximal effect; % of control where 0% means no effect; many of its hits are not listed in these tables
AT treatment: potential ataxia-telangiectasia treatment; Potency, µM (doses to about 57.5 µM), for inactives: at the highest dose activation, actives largely listed as activators; actives 0.19% (n = 320,000); AID 485349; […] A-T fibroblasts, KAP-1 phosphorylation AlphaLISA; neocarzinostatin DNA damage 30 min before lysis; note: potency is the fitted concentration of half-maximal effect; % of control where 0% means no effect; nearly all actives have a fitted effect of over 45% in size
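hTERT-immortalized A-T patient fibroblasts ([…]), 500 cells/well in OPTI-MEM, 1% FBS, got compounds for 60 min, then NCS for 30 min at 37C. Lysates were then assayed for phospho-KAP-1 by AlphaLISA (anti-pKAP1 donor, anti-KAP1 acceptor beads), 6 hr at 25C.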
TCR act: activators of T cell receptors. Potency, µM (titrated, usually from 9.22 µM), inactives show top-dose activation of IL-2 secretion, actives largely listed as activators. primary human leukocytes, anti-CD3, IL-2 HTRF, 48 h. 330,000 tested, under 10 active; note: % of control where 0% means no effect
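Human primary leukocytes + a-CD3 beads + cpd, 48 hr; IL-2 in supernatant by HTRF (ex 320nm / em 665nm). No co-stimulatory signal supplied.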
MBNL1 CUG block: MBNL1-poly(CUG) RNA binding inhibition; Q9NR56; TR-FRET MBNL1-His/biotin-(CUG)12 binding, 665/545 ratio; Potency, µM (doses to about 57.5 µM), inactives show top-dose activity change, negative = inhibition, actives largely listed as inhibitors; actives 0.036% (n = 280,000); AID 2675; active = well fitted inhibition curve with a large enough effect in the signal ratio, with a control signal flat, not every such curve was filed as active; inconclusive = small, poorly fitted or top-dose-only effect, or effect the other way, or a change in a side signal; inactive = no such curve, though single readings can be large or run the other way; the % refers to the signal ratio; note: potency is the fitted concentration of half-maximal effect; % is set by controls: 0 for no effect and ±100 for the full control effect
Target sequence (Q9NR56 whole entry, looked up): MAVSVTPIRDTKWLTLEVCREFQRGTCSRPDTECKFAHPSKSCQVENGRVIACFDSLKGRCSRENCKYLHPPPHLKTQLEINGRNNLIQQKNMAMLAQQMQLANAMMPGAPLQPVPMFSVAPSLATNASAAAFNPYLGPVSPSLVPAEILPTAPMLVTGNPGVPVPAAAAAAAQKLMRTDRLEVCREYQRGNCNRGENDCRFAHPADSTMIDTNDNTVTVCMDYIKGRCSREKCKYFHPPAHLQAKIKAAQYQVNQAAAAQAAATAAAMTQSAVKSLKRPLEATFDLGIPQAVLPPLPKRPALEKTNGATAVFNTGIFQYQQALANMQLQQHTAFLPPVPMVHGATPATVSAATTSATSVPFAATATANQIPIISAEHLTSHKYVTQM
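Compound titration spanned 92 nM–58 uM against the MBNL1-His/biotin-(CUG)12 complex. After 60 min at room temperature with 5 nM streptavidin-XL665 and 0.055 ng/ul terbium anti-His, ratiometric 665/545 nm emission (Ex 340 nm) normalized to controls.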
TSHR antagonist: blocks TSH signaling through the human TSH receptor; P16473; TSHR-expressing cells, TSH-stimulated cAMP HTRF, 2 h; hits give low values; activity change, negative = inhibition, % at 11.5 µM; actives 0.2% (n = 330,000); AID 504810;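 active = activity change below a set negative limit, meaning inhibition stronger than a set level, cut at about -70% in these data; inconclusive = activity change between two set negative limits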; note: % is set by controls: 0 for no effect and ±100 for the full control effect
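Cell-based HTRF cAMP assay; TSHR cells + compound, TSH EC80 (4nM final), 2 h, 37 deg C. Lysis with anti-cAMP cryptate and cAMP-d2, 30 min RT, read 665/620 nm.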
* marks the source's active call; other numbers are inactive results; ? = inconclusive; · = no result given; & = joins results of further samples; [ ] = dose if it differs, or a comment. Unless noted, calls come from the whole dose curve; as a rule, active = well fitted curve in the direction sought with a large enough effect; inconclusive = small, poorly fitted or top-dose-only effect, or another doubt; inactive = no such curve, though single readings can be large; an effect the other way counts as inactive or inconclusive.

SMILES	PTAP TSG101 blk	Integrin act MD	MLL CXXC-DNA inh	Mito fusion yeast	ASM inhibitor	Menin MLL FP TR	AT treatment	TCR act	MBNL1 CUG block	TSHR antagonist
C=CC[C@@H](CC(=O)N[C@H](CO)Cc1ccccc1)C(=O)N[C@H](COC(=O)[C@@H](CC=C)CC(=O)OC(C)(C)C)Cc1ccccc1	3%	-18%	·	·	0%	·	3%	1%	·	-8
CCCn1c(SCC(=O)c2cc(OC)ccc2OC)nc2c1c(=O)n(C)c(=O)n2C	-1%	10%[7.66 µM]	1%	-1%	1%	-3%	2%	0%	-12%	3
O=C(CSc1nncs1)Nc1cc(-c2ccccc2)nn1-c1ccccc1	0%	5%	3%	0%	4%	5%	10%	0%[46.1 µM]	32%[activator]	-1
Cc1cc(C)c(NC(=O)COC(=O)C2CCCCC2)c(C)c1	-8%	-8%	·	-5%	-5%	·	-5%	7%	·	12
CCCn1c(=O)c(C(=O)NCc2cccnc2)c(O)c2ccccc21	-1%	10%	12%	6%	-6%	?	34%	7%	7%	-1
Cc1ccc(SCC(=O)NNC(=O)c2ccc(S(C)(=O)=O)cc2)cc1	-2%	-13%	11%	0%	6%	·	5%	1%	-3%	-5
COc1ccc(NC(=O)CCCCC(=O)Nc2ccc(OC)cc2OC)c(OC)c1	-8%	-9%	·	·	1%	·	·	-4%	·	·
COc1cc(OC)c(NC(=O)c2ccco2)cc1Cl	-2%	3%	-1%	8%	2%	-3%	-3%	-2%	3%	1
Cc1cc(Oc2ccc(=O)n(C)n2)nc(SCCOc2ccccc2)n1	-2%	-5%	-8%	1%	-2%	·	4%	-1%	11%	-15
COCCCNC(=O)COc1ccc2oc3c(c2c1)CCCC3	-4%	12%	5%	20%	-1%	?	2%	-10%	-4%	-12
O=C(COC(=O)c1ccc2ncsc2c1)Nc1ccccc1Cl	-1%	-16%	·	·	-3%	·	-3%	-3%	·	-7
NS(=O)(=O)c1cccc(NC(=O)COC(=O)c2ccccc2SCC(=O)N2CCCC2)c1	-2%	11%	·	·	-1%	·	-1%	-4%[46.1 µM]	·	-14
O=C(Nc1ccc2nc(-c3ccco3)c(-c3ccco3)nc2c1)N1CCN(c2ccccn2)CC1	-3%	-11%	-20%	24%	148%[activator]	?	·	0%[46.1 µM]	·	-3
Cc1ccc(CN2CCSCC2)cc1	0%	-29%	-2%	0%	1%	6%	4%	·	7%	-4
Cc1cc(SCC(=O)c2ccc3c(c2)OCO3)nc2ccccc12	5%	20%	7%	11%	0%	9%	·	-2%	151%[activator]	-5
O=C(CC(=O)NC1CCCCC1)N/N=C/c1ccc(Cl)cc1	1%	23%	3%	0%	-2%	11%	2%	1%	-8%	14
CCCc1ccc(OCc2ccc(C(=O)N3CCSCC3)o2)cc1	-5%	14%	4%	-9%	-6%	?	11%	-4%	-8%	1
O=C(NCc1ccco1)C(Cc1ccccc1)NS(=O)(=O)c1cccc2nsnc12 (stereo not drawn)	-2%	8%	-9%	2%	-1%	0%	-8%	2%	?	0
COc1ccc(OCC(=O)Nc2ccc(C)cc2)cc1	-4%	3%	6%	-4%	0%	18%	-3%	-4%	-7%	10
CC(CCc1ccccc1)NC(=O)COc1cc(F)ccc1[N+](=O)[O-] (stereo not drawn)	0%	-7%	1%	6%	9%	-13%	-4%	-1%	2%	14
Cc1cccc(C(=O)N=c2c(C#N)cc3c(=O)n4cccc(C)c4nc3n2Cc2ccco2)c1	-6%&-3%	9%&-17%	-6%	5%	·	?	2%	-17%&7%	?	-12
CC1=NN(c2ccccc2)C(=O)C1N=Nc1ccc(S(N)(=O)=O)cc1 (stereo not drawn)	-2%	2%	-5%	5%	-4%	?	3%	4%	17%	20
Cc1ccc(CNC(=O)CCc2ccc(S(=O)(=O)NCC(C)C)cc2)cc1	1%	-44%	3%	-8%	1%	-1%	7%[11.5 µM]	1%	?	-1
COc1ccc2[nH]c3c(c2c1)CCN1C(=O)C(CC(=O)NCc2ccco2)C[C@H](C(=O)N2CCOCC2)[C@@]31C (stereo partly drawn)	-5%	12%	·	·	-2%	·	8%	-1%[46.1 µM]	·	0
CCOC(=O)C1CCCCN1Cc1ccc(C(F)(F)F)cc1 (stereo not drawn)	-2%	8%	2%	5%	1%	-11%	·	-3%	-4%	1
CCc1ccc2[nH]c3nc(N/N=C/c4cccc(O)c4)nnc3c2c1	0%	-3%	49%[activator]	3%	-1%	?	7%	·	3%	3
COC(=O)c1ccc2c(=O)[nH]c(COC(=O)c3[nH]c(C)c(C(C)=O)c3C)nc2c1	-2%	20%	·	·	-1%	·	13%	0%[46.1 µM]	·	-8
Cc1cccc(C(=O)NCCC(=O)NCc2ccccc2F)c1	-2%	-5%	·	2%	1%	·	11%	-1%	·	-20
Cc1ccc(NC(=O)Cn2ncc(Cl)c(Cl)c2=O)cc1S(=O)(=O)N1CCCCC1	-8%	-74%[inhibitor]	·	-3%	1%	·	-9%	5%	·	-26
COc1cc(/C=N/O)ccc1OCc1ccc(Cl)cc1	·	·	-12%	1%	·	30%[activator]	12%	·	1%	3
CCc1ccc2nc(NC(=O)CCCc3cccs3)sc2c1	-5%	-8%	18%	-5%	-7%	9%	2%	-1%	-4%	-9
Cc1ccc(Cn2ncc3c(N4CCN(CCc5ccccc5)CC4)ncnc32)cc1	0%	-11%	-5%	2%	0%	·	3%	5%	·	-11
COc1ccc(CCN(C)C(=O)C2CCCN(Cc3ccc(OC)c(OC)c3)C2)cc1OC (stereo not drawn)	-4%	2%	0%&12%	-1%&0%	0%	?	18%&0%	-4%	-4%&5%	14&-2
CCN(Cc1nc2cc(Cl)ccc2c(=O)[nH]1)C(=O)CN1C(=O)NC2(CCCCC2C)C1=O (stereo not drawn)	-3%	0%	·	-2%	·	·	-1%	0%	·	-9
Cc1oc(-c2cccs2)nc1CS(=O)CC(=O)NCCCN1CC(C)CC(C)C1 (stereo not drawn)	-6%	-10%	-2%	-1%	4%	2%	-5%	2%	-1%	2
CC(=O)NC(CC(=O)Nc1cc(Cl)ccc1-n1cncn1)c1ccccc1 (stereo not drawn)	-1%	5%	·	-4%	-4%	·	-3%	2%	·	13
O=C(c1nn(Cc2ccccc2)c(=O)c2ccccc12)N1CCN(c2ccccn2)CC1	-8%	-23%	-4%	5%	0%	-16%	-4%	-1%	-3%	-5
CSc1sc(C(=O)NC(=O)NCc2cccnc2)c(C)c1-c1ccon1	-2%	-15%	-4%	0%	32%	·	-3%	2%	24%	-8
O=C(c1cc2cc(Cl)ccc2[nH]1)N1CCc2ccccc2C1	4%	33%	21%	-8%	0%	?	4%	-1%	5%	1
Cc1ccc(NC(=O)c2cc(N3C(=O)C4CC=CCC4C3=O)ccc2N2CCCCC2)cc1 (stereo not drawn)	-7%	2%	1%	-2%	-13%	11%	-3%	-1%	-4%	17
O=[N+]([O-])c1cc(S(=O)(=O)Nc2cccc(C(F)(F)F)c2)ccc1-n1nnc2ccccc21	2%	-9%	-22%	5%	-16%	·	-8%	-1%	5%	-47
CCC(C)n1c(=S)[nH]c2ccccc2c1=O (stereo not drawn)	-3%	10%	-1%	-5%	7%	-2%	-5%	0%	-2%	4
Cc1ccnc(NS(=O)(=O)c2ccc(NC(=O)c3ccc(Cl)cc3[N+](=O)[O-])cc2)n1	-3%	18%	15%	3%	1%	23%	2%	17%	?	7
COc1ccc(NC(=S)NC(NC(=O)C(C)C)C(Cl)(Cl)Cl)c([N+](=O)[O-])c1 (stereo not drawn)	-3%	5%	-2%	3%	-7%	?	5%	4%	?	9
COC(=O)[C@]1(Cc2ccccc2)N[C@H](CN(C)C(=O)Nc2ccc(Cl)cc2)[C@@H]2C(=O)N(Cc3ccccc3)C(=O)[C@@H]21	-1%	4%	·	·	-11%	·	4%	2%	·	-6
COc1ccc(Cl)cc1NC(=O)C/C(C)=N/NC(=O)CCc1ccccc1	-1%	-5%	4%	14%	10%	0%	4%	1%	-5%	2
COc1ccc(NC(=O)C(Cc2ccccc2)n2cccc2)cc1OC (stereo not drawn)	-1%	30%	-21%	3%	0%	·	8%	2%	-1%	-1
C=CCN(c1ccc(C(=O)Nc2ccc(C)cc2)cc1)S(C)(=O)=O	2%	14%	2%	0%	-1%	19%	9%	1%	5%	-1
Cc1ccc2[nH]c(C(=O)O)c(NC(=O)[C@@H]3C[C@@H]3c3ccccc3)c2c1	-2%	19%	-5%	-1%	3%	·	11%	-4%	-4%	6
COc1ccc(CCNC(=S)N2CCN(S(=O)(=O)c3ccc(C)cc3)CC2)cc1	0%	-21%	·	3%	5%	·	8%	-434%	·	-2

These rows are one share of the data; rates above refer to the full screens.
